Assay outcomes as filed in PubChem BioAssay.
hIAP act: human IAP activation; P09923; activation factor at 10 µM; AID 2524; hit rate 0.16% among 330,000; purified human IAP, CDP-Star luminescence, 30 min; hits give high values; 1 = vehicle-only enzyme, 0 = enzyme-free background;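 active = activation factor of the enzyme at least 2-fold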; note: the source names both 10 and 20 µM as test concentration; values of inactives mirror those of a sister screen read the other way
Target sequence (P09923 whole entry, looked up): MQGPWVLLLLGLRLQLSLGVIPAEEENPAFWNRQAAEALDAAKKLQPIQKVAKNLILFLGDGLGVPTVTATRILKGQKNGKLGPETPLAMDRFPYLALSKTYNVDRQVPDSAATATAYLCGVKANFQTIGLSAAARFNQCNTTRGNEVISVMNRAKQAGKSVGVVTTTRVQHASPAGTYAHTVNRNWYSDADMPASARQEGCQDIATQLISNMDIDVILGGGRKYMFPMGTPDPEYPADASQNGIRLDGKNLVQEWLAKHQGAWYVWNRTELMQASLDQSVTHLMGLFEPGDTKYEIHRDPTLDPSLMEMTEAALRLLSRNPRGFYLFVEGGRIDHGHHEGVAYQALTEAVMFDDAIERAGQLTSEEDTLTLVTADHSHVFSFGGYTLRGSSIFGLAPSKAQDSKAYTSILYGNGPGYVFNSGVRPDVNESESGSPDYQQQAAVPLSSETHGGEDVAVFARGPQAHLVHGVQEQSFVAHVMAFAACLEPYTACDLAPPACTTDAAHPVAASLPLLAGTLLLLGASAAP
SENP8 block: SENP8 (human) protease inhibition; Q96LD8; recombinant SENP8, Nedd8 substrate fluorescence; inhibition, % at 20 µM; hit rate 0.64% among 360,000; in the data active = inhibition mostly above about 40%, no sharp cut-off; inactive = mostly below about 27%
Target sequence (Q96LD8 whole entry, looked up): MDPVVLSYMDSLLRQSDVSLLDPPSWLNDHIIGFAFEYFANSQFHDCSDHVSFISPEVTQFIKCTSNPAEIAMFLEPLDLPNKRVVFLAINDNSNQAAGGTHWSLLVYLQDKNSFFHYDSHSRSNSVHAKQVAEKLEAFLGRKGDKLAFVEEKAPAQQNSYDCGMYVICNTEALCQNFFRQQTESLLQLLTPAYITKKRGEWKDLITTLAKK
MPTP block: blocks calcium-induced mitochondrial swelling. isolated mouse mitochondria, Ca2+ swelling absorbance, 30 min. inhibition, % at 10 µM. hit rate 1.4% among 360,000. AID 602449;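 active = inhibition of 50% or more, scaled per plate between neutral and stimulator controls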;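 note: 0% = DMSO wells given calcium and 100% = 1 mM EGTA wells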
ATG4B inhibitor: ATG4B (human) cysteine protease inhibition; hit rate 0.51% among 340,000; inhibition, % at 8.33 µM; ATG4B cleavage of LC3-PLA2, NBD-HPC fluorescence, 1 h; in the data active = inhibition above about 40%
GRIN3A LBD mod: NR3A (human) ligand-binding domain modulation; NR3A LBD differential scanning fluorimetry, Tm shift; 0% = protein alone, 100% = glycine-bound protein; Tm shift relative to glycine control, % at 25 µM; hit rate 2.5% among 340,000;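 active = melting temperature shift of at least 10% of the positive control shift, at one fixed dose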
SENP6 block: blocks the human protease SENP6 | inhibition, % at 10 µM | Recombinant SENP6 catalytic domain, aminoluciferin luminescence | AID 2599 | hit rate 1.8% among 330,000;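 active = inhibition above about 50% at the single tested dose, limit read from the data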;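 note: plate controls were DMSO wells with enzyme for no effect and DMSO wells lacking enzyme for full effect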
PfGluPho inh: PfG6PD (Plasmodium falciparum) enzyme inhibition | PfGluPho enzyme, NADPH resazurin-diaphorase fluorescence | inhibition, % at 20 µM | hit rate 0.78% among 350,000;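 active = inhibition reaching at least a set limit at 20 µM in the primary screen, cut at about 59% in these data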;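 note: 0% = DMSO wells with substrate and 100% = DMSO wells lacking glucose-6-phosphate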
SENP1 FRET inh: SENP1 (human) catalytic domain inhibition. inhibition, % at 10 µM. recombinant SENP1 catalytic domain, CyPet-SUMO1-YPet FRET cleavage. AID 624204. hit rate 0.21% among 360,000. Q9P0U3;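 active = inhibition at least 30% at 10 µM, raw YFP signal under a set limit, fluorescence ratio 0.5 to 1.5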;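 note: 0% = enzyme with DMSO and 100% = no enzyme wells; some results filed as inactive read as strong as hits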
Target sequence (Q9P0U3 419-644 limits assumed): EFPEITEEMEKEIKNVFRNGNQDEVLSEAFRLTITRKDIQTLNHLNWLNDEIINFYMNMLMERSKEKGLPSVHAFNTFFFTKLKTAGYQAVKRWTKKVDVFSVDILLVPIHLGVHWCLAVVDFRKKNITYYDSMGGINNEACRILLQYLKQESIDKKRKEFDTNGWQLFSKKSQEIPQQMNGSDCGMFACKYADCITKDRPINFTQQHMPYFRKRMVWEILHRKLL
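Test system: human SENP1 catalytic domain; medium: Tris pH 8 buffer plus EDTA, NaCl, BME, BSA, NP40, catalase; incubation: 50 min reaction at room temperature; technique: FRET, CFP and YFP emission; controls: no-enzyme low control and enzyme-plus-DMSO high control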
* marks the source's active call; other numbers are inactive results; x = no result given. This is a random part of the collection (roughly 6.7% active in at least one column).

SMILES	hIAP act	SENP8 block	MPTP block	ATG4B inhibitor	GRIN3A LBD mod	SENP6 block	PfGluPho inh	SENP1 FRET inh
COc1ccccc1CNC(=O)COC(=O)CSc1ccc(Cl)cc1	1.14	4.8	-0.5	-2.3	-1.9	-20.4	1.1	7.2
O=C(CN(Cc1ccccc1)C(=O)CNS(=O)(=O)c1ccccc1)NCC1CCCO1 (configuration not stated)	1.16	21.6	-0.1	-7.0	-3.1	-16.3	-1.1	2.2
O=C(CSc1oc(-c2ccco2)nc1S(=O)(=O)c1ccccc1)NCC1CCCO1 (configuration not stated)	1.11	-7.7	0.4	5.7	-5.7	-16.1	7.0	-3.6
Cc1ccc(C(=O)O)cc1-n1c(C)cc(C=O)c1C	1.04	7.4	-0.1	-0.5	4.0	-8.0	-0.9	-0.2
COc1ccccc1Sc1nc(-c2ccccc2)ncc1OC	0.827	6.8	-2.6	-1.9	0.4	2.7	37.3	1.8
O=c1c(-c2ccccc2)n[nH]c2ccccc12	0.872	-7.5	0.2	-1.4	-2.1	-5.6	-0.4	-2.2
CCOC(=O)C(Cc1ccc(Cl)cc1Cl)c1ccno1 (configuration not stated)	0.965	-4.5	-1.5	9.5	-3.6	3.5	-0.7	-7.8
O=C(NC1CCSc2ccccc21)c1ccc(Cl)c(S(=O)(=O)N2CCOCC2)c1 (configuration not stated)	0.906	0.3	-0.7	-1.7	2.2	-6.3	7.4	2.3
Cc1n[nH]c(=O)c2c(NC(=O)CSc3ccccc3Cl)oc(C)c12	0.936	3.3	1.3	0.5	0.8	-3.0	7.5	-15.2
CCC(C)NC(=O)CSc1nnc(-c2ccoc2C)n1CC1CCCO1 (configuration not stated)	1.19	9.3	-2.6	-4.9	0.0	-13.1	3.0	0.0
CC[C@H](C)Cc1cn([C@@H](CCCN=C(N)N)C(=O)NCCCCCCCCCCC(=O)N2CCNCC2)nn1	0.995	11.4	86.0*	3.4	-0.3	-9.4	-15.7	-0.5
COc1ccc(CCNC(=O)CCCCCN2C(=O)c3ccccc3C2=O)cc1	0.905	5.4	-0.4	-4.1	-2.1	-10.7	-12.3	0.1
Cc1ccc(Nc2nc(CSc3nnc(-c4cccnc4)n3-c3ccccc3F)cs2)cc1	0.931	15.9	1.1	-2.5	-3.8	4.5	-6.2	-3.8
COCCCn1c(C)c(C(C)=O)cc(NC(=O)c2ccccc2)c1=O	1.01	-0.9	0.5	-9.9	-1.5	-31.2	3.5	-0.6
CNC(=O)c1cn(-c2ccc(Cl)cc2)c(=O)c2ccccc12	0.867	-29.6	-0.2	-3.4	0.3	5.3	4.9	3.4
CC(=O)Cc1nsc(NC(=O)c2ccc(-c3ccc(F)cc3)o2)n1	0.937	-418.4	-0.7	3.5	-8.5	-4.7	14.0	0.8
C=CCN(CC=C)Cc1c(C)[nH]c2ccc(C(=O)OCC)cc2c1=O	0.915	-160.7	-0.3	-6.8	2.1	-19.7	-4.3	0.4
Cc1cccc(NC(=O)CN2CCN(C(=O)C3CCCO3)CC2)c1C (configuration not stated)	1.18	16.7	-1.0	-0.5	-0.9	-8.3	5.1	0.2
O=C(NCCc1ccc(F)cc1)c1ccc(S(=O)(=O)N2CCCC2)cc1	0.967	8.1	-1.3	-9.0	1.2	-14.5	-6.0	3.9
Cc1cnc(CN(C)C(=O)C2CCC(=O)N(CCc3cccc(F)c3)C2)[nH]1 (configuration not stated)	1.02	20.1	-0.1	20.0	-3.2	13.7	-13.9	2.7
NC(=O)C1CC(O)CN1c1nc(CN2CCOCC2)nc2scc(-c3ccccc3)c12 (configuration not stated)	1.24	6.9	-0.9	-1.3	-2.1	-8.6	14.5	-3.2
CC(=O)c1ccc(S(=O)(=O)NCCCC(=O)N(C)Cc2ccc3c(c2)OCO3)cc1	1.07	12.6	-2.3	3.0	4.6	6.1	12.0	2.4
CCCCOc1ccc(C(=O)NCC(=O)N2CCN(C(=O)c3ccco3)CC2)cc1	0.936	8.6	-0.4	0.4	3.6	-4.9	6.4	0.4
C#CNC(=O)C1(CC=C)CCNCC1	0.908	6.8	-0.6	-4.7	1.6	-1.2	2.8	0.0
CCCCC(=O)N1CCN(c2nc3ccc(Cl)cc3s2)CC1	1.12	7.0	-0.3	4.0	-1.1	29.1	-3.5	-0.7

Following part
SMILES	hIAP act	SENP8 block	MPTP block	ATG4B inhibitor	GRIN3A LBD mod	SENP6 block	PfGluPho inh	SENP1 FRET inh
COC(=O)c1ccccc1NC(=O)Cc1ccccc1OC	0.842	3.5	2.9	2.7	-0.6	-2.2	-8.3	2.1
COc1ccc2c(c1)C(C1C(=O)CCCC1=O)c1ccccc1O2 (configuration not stated)	1.04	-73.6	5.3	-1.0	-3.3	-12.5	-27.4	2.4
Cc1ccc(NC(=O)C(C)Sc2nnc3ccccn23)cc1 (configuration not stated)	0.872	-227.5	-1.0	-9.5	0.3	-2.3	-14.2	4.2
CC(C)c1ccc(C(O)Cc2nc3ccccc3n2C)cc1 (configuration not stated)	0.948	4.0	0.2	3.7	2.0	-13.2	-5.1	2.2
CC(C)CCOc1ccc(C(=O)C[N+]2(C)CCOCC2)cc1	1.03	29.6	-1.9	-7.8	8.0	-8.0	-22.1	-0.1
Cc1cccc(Nc2ccncc2S(=O)(=O)NC(=O)NC(C)C)c1	0.86	-4.8	0.4	-8.4	2.8	-19.9	-8.3	3.8
Cc1cc(C)n(CC(=O)N2c3ccccc3Sc3ccc(C(F)(F)F)cc32)n1	0.816	-3.1	2.2	-7.2	-1.0	-0.6	18.3	1.2
Cc1ccc(SCc2[nH]nc3c2C2(CCSCC2)C(C#N)=C(N)O3)cc1	1.03	9.6	0.4	-3.3	-4.2	-1.6	-0.8	-0.7
CC1(C)CC(=O)C2=C(C1)Nc1ccccc1NC2c1cc(Cl)ccc1O (configuration not stated)	0.946	-33.4	-0.2	-4.1	-3.2	-7.1	-20.5	7.0
Cc1nn(-c2ccccc2)c(C)c1/C=C1\C(=O)N(C)C(=S)N1C	0.891	15.9	1.4	2.5	-2.4	14.0	-4.6	-2.8
Cc1[nH]c(=O)[nH]c(=O)c1S(=O)(=O)NCCc1ccc(S(N)(=O)=O)cc1	1.28	6.8	-1.8	1.8	-0.4	-16.0	-15.9	2.1
CCCCOc1ccc(CNC(=S)N/N=C/c2ccc(OC)c(OC)c2)cc1	0.93	2.3	3.6	-11.3	-3.0	11.8	26.6	2.3
CC(C(=O)Nc1ccccn1)(c1ccccc1)c1ccccc1	1.09	8.5	0.5	-1.8	-0.7	13.1	17.7	2.6
Cc1ccnc(NC(=O)CCC(=O)N(CC(=O)NC2CCCCC2)c2ccc3c(c2)OCO3)c1	1.15	24.7	-0.8	2.0	-6.8	1.7	9.7	2.3
CC(C)(O)CC[C@@H](O)[C@](C)(O)[C@H]1CC[C@@]2(O)C3=CC(=O)[C@@H]4C[C@@H](O)[C@@H](O)C[C@]4(C)C3CC[C@]12C (some centres not stated)	1.07	24.2	-1.4	-8.0	-1.9	5.3	0.7	0.6
COc1cc(C(=O)OCC(=O)Nc2c(F)cccc2F)cc(OC)c1C	0.975	9.2	-1.8	2.8	-3.0	-9.2	-9.0	0.7
CC1(C)O[C@@H]2[C@H](O1)[C@@H](COS(=O)(=O)O)O[C@H]2n1cnc2c(=O)[nH]cnc21	1.09	4.2	-0.6	-1.6	0.1	-13.7	-10.5	-0.3
COc1ccccc1-c1noc(CCC(=O)Nc2cccc(C(F)(F)F)c2)n1	0.989	11.3	27.1	-26.3	-1.9	-0.9	25.1	0.4
O=C(COC(=O)c1cncc(Br)c1)Nc1ccc2c(c1)OCO2	0.957	7.3	1.6	-8.8	0.2	-14.1	4.7	-7.4
COc1ccc2ccccc2c1CN1CCN(C)CC1	0.975	10.4	5.9	-11.6	-0.7	6.9	11.9	2.8
Cc1cc(NC(=O)CSc2ccc3nnc(CCNS(=O)(=O)c4ccccc4)n3n2)no1	1.07	-14.4	0.8	-9.1	1.4	7.9	-4.9	1.0
O=C(NNC(=O)c1ccccc1[N+](=O)[O-])c1ccco1	0.944	11.7	-2.2	-4.0	-2.7	-13.7	4.6	2.1
O=C(Nc1cccc(NC(=O)c2ccco2)n1)c1ccco1	0.956	6.3	0.3	-6.3	-7.0	20.0	8.1	1.1
CCOC(=O)c1ccc(NC(=O)COc2ccccc2OC)cc1	1.2	24.0	-0.3	-2.4	0.9	-10.8	17.5	-1.4
C/C(=N\NC(=O)COc1cc(C)cc(C)c1)c1cccc(NC(=O)C2CCC2)c1	1.04	5.5	-2.7	-23.0	-27.4	-17.8	-1.1	3.1

The list goes on; it opens with the four that closed the last part.
SMILES	hIAP act	SENP8 block	MPTP block	ATG4B inhibitor	GRIN3A LBD mod	SENP6 block	PfGluPho inh	SENP1 FRET inh
O=C(NNC(=O)c1ccccc1[N+](=O)[O-])c1ccco1	0.944	11.7	-2.2	-4.0	-2.7	-13.7	4.6	2.1
O=C(Nc1cccc(NC(=O)c2ccco2)n1)c1ccco1	0.956	6.3	0.3	-6.3	-7.0	20.0	8.1	1.1
CCOC(=O)c1ccc(NC(=O)COc2ccccc2OC)cc1	1.2	24.0	-0.3	-2.4	0.9	-10.8	17.5	-1.4
C/C(=N\NC(=O)COc1cc(C)cc(C)c1)c1cccc(NC(=O)C2CCC2)c1	1.04	5.5	-2.7	-23.0	-27.4	-17.8	-1.1	3.1
Cc1ccc(-c2cc(C(=O)NCCCN3CCCC3)c3ccccc3n2)cc1C	1.12	-317.3	1.1	-5.5	0.5	-23.9	18.4	-6.5
Cc1ccc(S(=O)(=O)N(C)C[C@H]2Oc3ccc(NC(=O)C4CCCCC4)cc3C(=O)N([C@H](C)CO)C[C@H]2C)cc1	1.17	1.3	-1.9	-14.8	-0.2	4.0	6.8	-0.1
CC(=O)c1cccc(N(C(=O)c2cnccn2)C(C(=O)NCc2ccccc2)c2ccco2)c1 (configuration not stated)	1.05	10.0	1.3	-7.0	-1.9	-5.0	-8.3	1.1
N=C1C(c2ccccc2)=C(O)C2CCc3ccccc3N12 (configuration not stated)	0.834	0.8	-0.9	3.9	0.1	-0.5	-5.7	-5.0
CCn1c(C)nc2cc(C(=O)NNC(=S)Nc3ccccc3)ccc21	2.11*	-7.2	-1.5	-3.1	-0.4	14.8	-9.7	-1.0
COc1ccc(-c2noc(N3CCC(C(=O)Nc4ccccc4Cl)CC3)n2)cc1	1.08	10.6	1.1	-16.7	1.7	9.1	-8.9	-1.1
CCN(CC)c1ncc(C#N)c(N)n1	1.04	2.8	2.5	-6.0	3.4	1.4	3.8	0.9
CC(=O)Nc1ncc(Cc2ccc(Cl)cc2Cl)s1	0.899	18.9	-1.0	4.1	-0.4	-22.1	-4.4	0.4
O=C1NC(=S)N/C1=C\c1ccc(N2CCOCC2)cc1	0.871	-90.2	2.1	-16.9	-1.2	-11.5	-4.8	-17.4
CC(Oc1ccc(Br)cc1)C(=O)NC1CCN(Cc2ccccc2)CC1 (configuration not stated)	0.995	0.5	-1.1	-5.4	2.9	-8.7	4.7	-1.8
NC(=O)CC(NC(=O)c1ccc(Br)cc1)c1ccc(NC2CCCCCC2)c([N+](=O)[O-])c1 (configuration not stated)	0.804	17.2	-2.2	-0.3	-0.3	-10.0	-0.3	6.0
COc1cc(NC(=O)Cn2cnc(S(=O)(=O)N3CCCC3)c2)cc(OC)c1OC	1.05	8.2	-2.6	-7.7	-0.8	11.1	-5.4	-1.7
O=C(NC1CCN(C(=S)Nc2ccc(F)cc2)CC1)C1CCCCC1	0.948	11.6	-0.6	5.6	-0.5	-2.8	-0.5	5.8
CCN1C[C@@H]2[C@@H]3C(=O)N(C)C(=O)[C@@H]3[C@](C)(C1=O)N2C(=O)c1ccc(Cl)cc1	x	2.0	0.6	-0.4	4.0	x	-8.0	3.9
COC(=O)c1ccc(/C=N/n2cnnc2)cc1	0.909	7.9	-0.8	6.6	-1.1	-18.9	-6.9	4.2
O=C(CSc1nc2ccccc2c(=O)[nH]1)Nc1ccc(N2CCOCC2)c(Cl)c1	0.915	6.8	1.9	-4.7	-9.3	-10.8	-30.1	0.9
